PolyA inh: inhibitors of polyadenylation in S. cerevisiae | calls only at 12 µM | hit rate 0.02% among 300,000 | S. cerevisiae SKY197-pL101 polyadenylation reporter, beta-gal luminescence; efflux-impaired pdr1/pdr3 knockout yeast; score 100 = 6 SD above DMSO;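 active = lowest replicate activity score at least 50, where 100 means six control SD above control mean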;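 note: yeast exposed to compound for 9 h at 30 °C; higher score means more reporter readthrough which indicates perturbed polyadenylation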
DYRK1A inh: inhibitors of rat Dyrk1A kinase; inhibition, % at 12.5 µM; Q63470; ADP-Glo luminescence, NFATc1 peptide; hit rate 0.43% among 310,000; in the data active = inhibition above about 50%;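 note: plate controls were vehicle with enzyme for no effect and no enzyme for full effect; many of its hits are not listed in these tables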
KCNQ1 pot: human KCNQ1 channel potentiation or activation | P51787 | CHO-K1 KCNQ1, thallium flux FluxOR fluorescence; stronger effect = higher value | B-score at 10 µM | hit rate 0.35% among 310,000 | AID 2648;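 active = fluorescence ratio B-score, a plate-corrected score, at least three library SD, with initial intensity B-score within 5 SD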
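Schedule – 37 °C overnight plating, 90-min dark dye load, 20-min compound pretreatment · System – stable KCNQ1 CHO-K1 line · Probe or stimulus – thallium- and potassium-containing depolarizing buffer · Measured by – kinetic FluxOR fluorescence, 10 s baseline plus 110 s post-stimulus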
RGS4 inh: human RGS4 inhibition. P49798. HEK293 M3R/RGS4 inducible, Fluo-4 calcium flux; stronger effect = higher value; triggered by carbachol at its EC20. B-score at 10 µM. hit rate 0.45% among 310,000;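 active = B-score, a plate-corrected calcium signal, over three deviations above library mean, with baseline fluorescence within five deviations of library mean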;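 note: RGS4 expression induced by doxycycline in cells with stable M3 receptor; B-score is computed from the integrated fluorescence ratio over baseline after carbachol; higher B-score means a larger calcium signal and so more RGS4 inhibition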
Target sequence (P49798 whole entry, looked up): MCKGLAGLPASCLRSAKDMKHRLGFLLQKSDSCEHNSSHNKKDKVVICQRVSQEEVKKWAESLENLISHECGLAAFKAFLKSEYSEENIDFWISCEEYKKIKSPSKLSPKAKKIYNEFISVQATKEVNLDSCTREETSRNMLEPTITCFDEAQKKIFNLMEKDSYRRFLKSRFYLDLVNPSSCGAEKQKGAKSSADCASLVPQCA
KCNK3 block: human KCNK3 channel inhibition, primary screen | CHO-KCNK3 thallium flux, FluxOR fluorescence; stronger effect = lower value | B-score at 10 µM | hit rate 0.84% among 340,000;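 active = B-score under library mean minus 4 SD, starting fluorescence ratio at most library mean plus 5 SD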;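 note: more negative B-score means stronger inhibition of thallium flux through KCNK3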
RGS4 pot: potentiators or activators of RGS4 | HEK293 M3R/inducible RGS4, carbachol calcium flux Fluo4; stronger effect = lower value | B-score at 10 µM | hit rate 0.92% among 310,000;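 active = B-score of the integrated calcium signal more than 4 SD below the library mean, with starting fluorescence not abnormally high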;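 note: negative B-score means reduced calcium response which marks RGS4 activation or potentiation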
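test system = M3R-expressing HEK293 line, RGS4 induced by doxycycline | probe or stimulus = carbachol at ECmax as muscarinic agonist stimulus | timing = dye loading 30 min 37 °C, buffer rest 30 min RT | signal = calcium dye Fluo4 fluorescence | evaluation = B score from integrated fluorescence ratio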
GSK3B inh: inhibitors of human GSK3beta kinase | P49841 | activity score (negative = inhibition), % at 10 µM | hit rate 0.038% among 300,000 | GST-GSK3beta kinase, ADP-Glo luminescence, 60 min; stronger effect = lower value;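 active = more than half of replicate wells score below -50%, meaning over 50% inhibition versus plate controls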;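 note: 0% = median DMSO wells and -100% = median GW8510 positive control wells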
Target sequence (P49841 whole entry, looked up): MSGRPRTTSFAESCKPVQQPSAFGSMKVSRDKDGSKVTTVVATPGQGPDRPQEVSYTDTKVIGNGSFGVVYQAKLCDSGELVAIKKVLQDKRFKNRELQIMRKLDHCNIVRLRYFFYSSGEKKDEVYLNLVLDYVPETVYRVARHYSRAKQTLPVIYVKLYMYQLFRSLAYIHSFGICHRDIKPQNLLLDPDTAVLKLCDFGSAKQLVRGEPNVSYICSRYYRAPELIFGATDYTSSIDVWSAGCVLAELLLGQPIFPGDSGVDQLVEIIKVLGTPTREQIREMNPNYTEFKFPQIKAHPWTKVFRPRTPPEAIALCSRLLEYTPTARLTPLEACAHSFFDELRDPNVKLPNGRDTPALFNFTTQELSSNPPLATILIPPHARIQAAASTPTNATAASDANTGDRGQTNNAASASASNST
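Assay system: GST-fused GSK3beta enzyme, cell-free / Medium: Tris pH 7.5 buffer with MgCl2, DTT, BSA, heparin / Also added: peptide substrate plus 25 µM ATP (final) / Compound: 10 µM single point / Timing: kinase reaction with compound 60 min at room temperature / Detection: ADP-Glo luminescence / Benchmarks: DMSO neutral wells and GW8510 at 20 µM as positive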
hERG protect: shields human hERG channel from block by proarrhythmic agents. hit rate 0.51% among 310,000. CHO-hERG, FluxOR thallium flux, dofetilide IC70 present. Q12809. activation (rescue from dofetilide block), less the hit threshold, % at 10 µM;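 active = activation above the mean of controls blocked by dofetilide plus 5 SD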;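 note: thallium influx through hERG after potassium depolarization seen as dye fluorescence rise; in these data hits start at about 4.7%; inactives centre near -7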
GSK3A inh: blocks human GSK-3 alpha kinase; inhibition, % at 10 µM; hit rate 0.1% among 320,000; P49840; ADP-Glo luminescence, 60 min; AID 2650;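 in the data active = inhibition above about 50%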;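 note: GST-tagged GSK-3 alpha with peptide substrate and 25 µM ATP; 0% = DMSO neutral wells and 100% = GW8510 positive control wells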
Target sequence (P49840 whole entry, looked up): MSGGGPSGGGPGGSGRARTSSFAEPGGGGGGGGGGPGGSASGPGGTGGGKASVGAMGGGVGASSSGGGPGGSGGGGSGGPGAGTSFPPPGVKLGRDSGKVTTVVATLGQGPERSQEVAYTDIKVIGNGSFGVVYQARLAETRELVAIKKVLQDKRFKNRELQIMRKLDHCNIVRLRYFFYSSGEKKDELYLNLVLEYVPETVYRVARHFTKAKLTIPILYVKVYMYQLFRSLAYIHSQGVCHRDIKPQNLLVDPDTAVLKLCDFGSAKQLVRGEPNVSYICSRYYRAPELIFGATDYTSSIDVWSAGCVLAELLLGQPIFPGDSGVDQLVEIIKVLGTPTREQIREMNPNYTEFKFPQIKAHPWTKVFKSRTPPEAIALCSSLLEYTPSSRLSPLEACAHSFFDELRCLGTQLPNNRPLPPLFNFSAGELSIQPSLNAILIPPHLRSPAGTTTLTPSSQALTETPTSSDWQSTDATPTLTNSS
KCNK9 inh: blocks the human KCNK9 two-pore domain potassium channel; hit rate 1.2% among 310,000; AID 488922; HEK293 KCNK9, FluxOR thallium flux fluorescence; stronger effect = lower value; B-score at 10 µM;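 active = ratio B-score over 3 SD below the library mean, with starting fluorescence within 5 SD of its mean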;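 note: negative B-score means less thallium flux so channel inhibition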
KCNQ1 inh: blocks the human KCNQ1 potassium channel; P51787; CHO-K1 KCNQ1, FluxOR thallium flux fluorescence; stronger effect = higher value; B-score at 10 µM; hit rate 1.3% among 310,000;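 active = compounds whose thallium flux B-score, printed positive for inhibition, exceeds three library SD while starting fluorescence stays within three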;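 note: channel opened by potassium depolarization with thallium stimulus after 20 min compound exposure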
An asterisk follows results filed as active; i = inactive; nt = no result given. The list is partial (hit frequency here may not be typical).

SMILES	PolyA inh	DYRK1A inh	KCNQ1 pot	RGS4 inh	KCNK3 block	RGS4 pot	GSK3B inh	hERG protect	GSK3A inh	KCNK9 inh	KCNQ1 inh
Cc1cc(C)cc(N2CC(C(=O)O)CC2=O)c1 (stereo not drawn)	i	1	i	i	i	i	1	-9	-2	i	i
Cc1ccc(C(=O)N2CCCC(CCC(=O)N3CCN(c4ccccn4)CC3)C2)cc1C (stereo not drawn)	i	3	i	i	i	i	nt	-7	-1	i	i
CC(=O)Oc1ccc(C(=O)Nc2cc(NC(=O)c3ccc(OC(C)=O)cc3)cc(C(=O)NC(C)(C)C)c2)cc1	i	-6	i	i	i	i	2	-17	0	i	i
COC(=O)C(Cc1ccccc1)NC(=O)CSc1nc(N)cc(=O)[nH]1 (stereo not drawn)	i	1	i	i	i	i	-6	-10	0	i	i
O=C1CCCC(=O)N1c1ccc(O)cc1	i	-1	i	i	i	i	5	-9	-1	i	i
Cc1ccc(-c2csc(NC(=O)N3CCOCC3)n2)cc1	i	3	i	i	i	i	1	-8	-3	i	i
N/C(=N\OC(=O)c1ccc(Br)o1)c1ccccn1	i	6	i	i	i	i	0	-14	0	i	i
Cn1nnnc1SCC(=O)Nc1ccccc1Cc1ccccc1	i	-4	i	i	i	i	0	4	0	i	i
CCOC(=O)c1c(NC(=O)C2C3C=CC(C3)C2C(=O)O)sc2c1CC(C)CC2 (stereo not drawn)	i	6	i	i	i	i	3	-6	-1	i	i
COc1ccc(-c2cc(-c3ccccc3)nc(SCC(=O)Nc3nccs3)c2C#N)cc1	i	-5	i	i	i	i	3	-13	0	i	i
O=C(Nc1ccccc1)C1=C(O)CC(c2ccco2)CC1=Nc1ccccc1 (stereo not drawn)	i	1	i	i	i	i	-2	-7	-3	-12*	i
Cc1ccc(S(=O)(=O)N2CCN(C(=O)N(C)C)CC2)cc1C	i	3	i	i	i	i	1	-6	7	i	i
C[C@]12C=CC(=O)C=C1CC[C@H]1[C@@H]3C[C@@H](O)[C@](O)(C(=O)CO)[C@@]3(C)C[C@H](O)[C@@]12F	i	13	i	i	i	i	2	-7	-2	i	i
O=C(NNC(=O)c1ccccc1F)c1ccc2[nH]c(=O)c(=O)[nH]c2c1	i	-7	i	i	i	i	-1	-7	1	i	i
CSc1ncccc1C(=O)OCC(=O)NC(C)(C)C	i	-6	i	i	i	i	2	-4	-2	i	i
Cc1oc2c(CN3CCCCC3)c(O)ccc2c(=O)c1-c1ccc(Cl)cc1	i	-4	i	i	i	i	1	-4	0	i	i
CN(c1ncnc(N)c1[N+](=O)[O-])C1CCCCC1	i	17	i	i	i	i	-33	-4	22	i	i
Cc1cccc(C(=O)NC2CCN(CC(=O)Nc3ccccc3Cl)CC2)c1	i	-1	i	i	i	i	4	-10	-2	i	i
COc1nc(-c2cccc([N+](=O)[O-])c2)nc2ccccc12	i	nt	i	i	i	i	-3	-3	-2	i	i
Cc1ccc(NC(=O)CSc2nnc(NC(=O)C(C)C)s2)c(C)c1	i	2	i	i	i	i	-3	-6	1	i	i
O=C(COc1ccccc1Cl)N(Cc1ccco1)C1CCS(=O)(=O)C1 (stereo not drawn)	i	1	i	i	i	i	2	-5	5	i	i
O=C(Nc1cccc(NC(=O)c2ccc(Cl)cc2)n1)c1ccc(Cl)cc1	i	-1	i	i	i	i	3	-9	-3	i	i
CCCN(CC(=O)Nc1ccccc1C)C(=O)C1CCN(C(=O)Nc2ccccc2)CC1	i	3	i	i	i	i	1	-13	-2	i	i
CCOc1ccccc1NC(=O)CCN(c1ccc(C)cc1)S(=O)(=O)c1ccccc1	i	0	i	i	i	i	2	-11	-3	i	i
Cc1ccc(OCC(=O)Nc2cccc(S(=O)(=O)N3CCCCCC3)c2)cc1C	i	2	i	i	i	i	1	-13	-1	i	7*
Next section.
SMILES	PolyA inh	DYRK1A inh	KCNQ1 pot	RGS4 inh	KCNK3 block	RGS4 pot	GSK3B inh	hERG protect	GSK3A inh	KCNK9 inh	KCNQ1 inh
COc1ccc(C2CC(O)(c3ccccc3)Oc3cc(OC)ccc32)cc1 (stereo not drawn)	i	7	i	i	i	i	0	-4	-3	i	i
CCCCc1nc2cc(C(=O)N(C)C(C)c3ccccn3)ccc2o1 (stereo not drawn)	i	-5	i	i	i	i	0	-7	nt	i	i
Cc1ccc2c(COC(=O)c3ccccc3Cl)cc(=O)oc2c1	i	0	i	i	i	i	1	-3	-3	i	i
CCOP(=O)(OCC)C(NC(=O)c1ccc(OC)c(OC)c1)c1ccccc1 (stereo not drawn)	i	0	i	i	i	i	1	1	-2	i	i
CCOC(=O)c1cc(-c2ccc(OC(F)F)cc2)nc2c1c(=O)[nH]c(=O)n2C	i	-1	i	i	i	i	-1	-6	3	i	i
COC(=O)Cn1c(=O)c(C(=O)CCl)c(N)n(Cc2ccccc2)c1=O	i	-6	i	i	i	i	1	-13	-1	i	i
COc1ccc(C(=O)C2CCCN(C(=O)c3cccc(Cl)c3F)C2)cc1OC (stereo not drawn)	i	3	i	i	i	i	-1	-8	1	i	i
COc1ccc(OC)c(N/C=C2/CCCCC2=O)c1	i	2	i	i	i	i	3	-12	-5	i	i
Cc1ccc(C(=O)Nc2ccncc2)cc1[N+](=O)[O-]	i	4	i	i	i	i	-2	-9	4	i	i
Cc1nnc(SCCn2c(N(C)Cc3ccccc3)nc3c2c(=O)n(C)c(=O)n3C)s1	i	-4	i	i	i	i	4	-13	2	i	i
O=C(N/N=C/c1cc(Br)ccc1OC(=O)c1ccc(Br)cc1)c1ccncc1	nt	0	i	i	i	i	2	-12	-3	-12*	i
Cc1c(C(=O)Nc2ccccc2)cn2c(nc3ccccc32)c1C#N	i	-1	i	i	i	i	-1	-2	-1	i	i
Cc1cc(C)nc(Nc2ccc(N3CCOCC3)cc2)n1	i	-2	i	i	i	i	-1	-1	-2	i	i
O=C(Nc1ccccc1C(=O)O)c1cc(S(=O)(=O)N2CCOCC2)cs1	i	-2	i	i	i	i	0	-8	1	i	i
NC(CCCCCP(=O)(c1ccccc1)c1ccccc1)C(=O)O (stereo not drawn)	i	nt	i	i	nt	i	-1	-3	-3	i	i
O=C(Nc1ccc(N2CCCCC2)cc1)c1ccc2c(c1)OCCO2	i	2	i	i	i	i	0	-8	-1	i	i
Cc1sc2nc(SCC(=O)NCCO)n(C)c(=O)c2c1C	i	12	i	i	i	i	-3	-8	-7	i	i
CCc1ccc(C2c3[nH]c4ccccc4c3CCN2C(=O)c2ccc(=O)n(C)n2)cc1 (stereo not drawn)	i	-3	i	i	i	i	-4	-12	-2	i	i
Cc1ccccc1C(=O)NNC(=O)C1CCN(C(=O)Nc2ccccc2)CC1	i	-1	i	i	i	i	4	-13	0	i	i
Cc1ccc(C(=O)NC2CCN(CC(=O)Nc3cccc([N+](=O)[O-])c3)CC2)cc1	i	nt	i	i	i	i	2	-12	-3	i	i
NC(=O)CN1C(=O)C(=O)N(Cc2ccccc2)C1=O	i	-6	i	i	i	i	5	0	1	i	i
CN1C(=O)c2ccc(C(=O)NCc3ccccn3)cc2C1=O	i	-7	i	i	i	i	-4	-9	-2	i	i
CC1CCCN(CCC(=O)Nc2ccc3c(c2)CCC3)C1 (stereo not drawn)	i	4	i	i	i	i	-1	2	3	i	i
COc1ccc(N(CC(=O)N/N=C(\C)CCc2ccccc2)S(=O)(=O)c2ccc(C)cc2)cc1	i	0	i	i	i	i	1	-7	-1	i	i
O=C(Nc1ccc(F)cc1)C(c1ccccc1)N1CCN(S(=O)(=O)c2ccccc2)CC1 (stereo not drawn)	i	-4	i	i	i	i	1	-9	-2	i	i

Marked active in KCNQ1 inh (from the list above):
SMILES	PolyA inh	DYRK1A inh	KCNQ1 pot	RGS4 inh	KCNK3 block	GSK3B inh	GSK3A inh	KCNK9 inh	KCNQ1 inh
Cc1ccc(OCC(=O)Nc2cccc(S(=O)(=O)N3CCCCCC3)c2)cc1C	i	2	i	i	i	1	-1	i	7*

Next part.
SMILES	PolyA inh	DYRK1A inh	KCNQ1 pot	RGS4 inh	KCNK3 block	RGS4 pot	GSK3B inh	hERG protect	GSK3A inh	KCNK9 inh	KCNQ1 inh
Cc1cccc([C@@H]2[C@@H]3C(=O)N(Cc4ccccc4)C(=O)[C@@H]3[C@]3(Cc4ccccc4)C(=O)N(c4ccccc4)C(=O)N23)c1	i	15	i	i	i	i	-5	-4	nt	i	i
CCCCc1ccc(S(=O)(=O)NNC(=S)NCc2ccco2)cc1	i	-4	i	i	i	i	3	-14	-2	i	i
COC(=O)C1(C)NC(c2ccco2)C2C(=O)N(c3ccc(C)cc3)C(=O)C21 (stereo not drawn)	i	-1	i	i	i	i	0	-8	-5	i	i
Nc1ccn(C2CC(O)C(CO)O2)c(=O)n1 (stereo not drawn)	i	-2	i	i	i	i	4	-4	-3	i	i
COC(=O)c1ccc(OC(=O)C2CC(=O)N(c3cccc(C)c3)C2)cc1 (stereo not drawn)	i	13	i	i	i	i	5	-5	8	i	i
C/C(=N\N=C(/N)SC1CC(=O)N(c2ccccc2)C1=O)c1cccs1 (stereo not drawn)	i	-4	i	i	i	i	1	-4	0	i	i
COc1ccc(NC(=O)c2ccc(C)cc2)c(OC)c1	i	1	i	i	i	i	2	-5	-1	i	i
Cc1c(C(=S)Nc2ccccc2)cnn1-c1ccccc1	i	0	i	i	i	i	1	-6	-1	i	i
CC(=O)Nc1ncc(N=Nc2cccc(C(F)(F)F)c2)s1	nt	0	i	i	i	i	-8	-8	0	i	i
CC(C)NC(=O)C1CCCN(S(=O)(=O)c2ccc(-n3cnnn3)cc2)C1 (stereo not drawn)	i	0	i	i	i	i	0	-7	-2	i	i
COc1ccc(CN2CCC(Cc3ccccc3)CC2)c(C)c1C	i	13	i	i	i	i	-1	-11	-1	i	i
[N-]=[N+]=NCCN1CCN(Cc2ccccc2)CCC1=O	i	10	i	i	i	i	4	2	-1	i	i
CC1CCN(C(=O)COc2ccc(S(=O)(=O)N3CCOCC3)cc2)CC1	i	-3	i	i	i	i	1	-2	-2	i	i
COc1ccc(C2(C(=O)NCc3ccccc3Cl)CCOCC2)cc1OC	i	-8	i	i	i	i	-3	1	-3	i	i
CCN(CC)S(=O)(=O)c1ccc(NC(=O)c2cnc(C)cn2)cc1	i	8	i	i	i	i	-1	-14	-1	i	i

Compound activity deposited in PubChem by several laboratories.
